HepG2 viability = counter-screen for TGF-b inhibitors: cytotoxicity in HepG2 cells; HepG2 CAGA-GFP viability, ATP luminescence, 18 h; Potency, µM (titrated, usually from 46.1 µM), for inactives: at the highest dose activity change, negative = cytotoxicity, usual class: cytotoxic; hit rate 0.76% among 410,000; AID 588856; further: potency means the concentration at half of the fitted maximal effect; some results filed as inactive show a strong effect at the top dose
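CellTiter-Glo luminescence gave cytotoxicity after 18 hours at 37 degrees C. The cells were HepG2 CAGA-GFP in 1% FBS DMEM, stimulated with 500 pg/mL TGF-beta after compound addition. %Activity was normalised to no-cell wells (complete cell-killing) and DMSO (no toxicity), and curves were fitted and classified.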
SW480 rerep = induces DNA re-replication in SW480 colon adenocarcinoma cells | SW480 DNA re-replication, Hoechst DNA content imaging, 48 h | Potency, µM (top dose mostly 46.1 µM), inactives show top-dose re-replication activation, hits mostly activators | hit rate 1.8% among 340,000 | AID 624297; further: potency means the concentration at half of the fitted maximal effect; % of control where 0% means no effect; nearly all actives have a fitted effect of over 55% in size
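Readout is total intensity of Hoechst-stained nuclei, excited at 405 nm and collected at 500-530 nm. Compound treatment lasted 48 hr at 37 C in 5% CO2 before staining.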
ATXN2 expr inh = inhibitors of ATXN2 expression; HEK-293 ATXN2-luciferase reporter, luminescence, 24 h; hit rate 0.72% among 360,000; Potency, µM (doses to about 57 µM), for inactives: at the highest dose activity change, negative = inhibition, usual class: inhibitors; further: potency means the concentration at half of the fitted maximal effect; on the % scale 0 is the no-effect control and ±100 the full control effect; nearly all actives have a fitted effect of over 55% in size
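ATXN2-luciferase reporter cells (luciferase flanked by upstream and downstream ATXN2 gene portions) were treated 24 h at 37 °C with compounds at up to 57 uM. SteadyGlo luminescence gave expression; GF-AFC fluorescence gave viability.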
KB-3-1 cytotox = kills parental KB-3-1 adenocarcinoma cells; hit rate 1.4% among 400,000; Potency, µM (top dose mostly 46.1 µM), for inactives: at the highest dose activity change, negative = cytotoxic, actives largely listed as cytotoxic; KB-3-1 viability, CellTiter-Glo ATP luminescence, 72 h; further: potency means the concentration at half of the fitted maximal effect; on the % scale 0 is the no-effect control and ±100 the full control effect; nearly all actives have a fitted effect of over 60% in size
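Using CellTiter-Glo luminescence, growth of non-resistant KB-3-1 adenocarcinoma cells is assessed 72 h after pin-tool compound addition at 37 °C. Normalized responses across the concentration series yield fitted curves.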
IL1B secr inh = inhibitors of inflammasome signaling (IL-1 beta secretion); THP-1 LPS/ATP IL-1B secretion, AlphaLISA, 16 h; hits give low values; hit rate 4.7% among 360,000; activity change, % at 57.5 µM; in the data active means activity change below about -50%; inconclusive means mostly about -30% to -49%; further: on the % scale 0 is the no-effect control and ±100 the full control effect
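Secreted IL-1B measured by AlphaLISA bead assay after 16 h compound exposure of THP-1 cells; compounds (final up to 57.5 uM) added 1 h before LPS (250 ng/mL) and ATP (1.25 mM) stimulation; lower signal means less secretion.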
ATXN viability = reduces viability in counter-screen for ATXN expression inhibitors; hit rate 0.49% among 400,000; Potency, µM (highest dose often 56.7 µM), hits mostly cytotoxic; S2 cells (HEK-293 line with an ATXN2-luciferase reporter) viability, CellTiter-Fluor protease fluorescence, 24 h; further: potency means the concentration at half of the fitted maximal effect; nearly all actives have a fitted effect of over 40% in size
HT1080 IDH1KD tx = toxicity to HT-1080 IDH1 knockdown cells (counter line) | HT-1080 IDH1 knockdown viability, ATP luminescence, 48 h | Potency, µM (highest dose often 46.1 µM), for inactives: at the highest dose activity, negative = toxicity, actives largely listed as cytotoxic | hit rate 2% among 360,000 | AID 686971;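 further: potency means the concentration at half of the fitted maximal effect; 0% = DMSO wells and -100% = cell-free medium wells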
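% activity derives from luminescence (CellTiter-Glo), normalised to DMSO and no-cell wells. HT-1080-IDH1KD cells, 750/well, had 48 h compound exposure at 37 °C.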
HT1080-NT tox = kills 2HG-producing HT-1080-NT fibrosarcoma cells. HT-1080-NT fibrosarcoma viability, CellTiter-Glo ATP luminescence, 48 h. Potency, µM (titrated, usually from 46.1 µM), for inactives: at the top dose activity, negative = less viability, hits mostly cytotoxic. hit rate 1.6% among 360,000;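 further: NT is the 2HG producing partner of a matched IDH1 knockdown line; potency means the concentration at half of the fitted maximal effect; 0% = DMSO-treated cells and -100% = media-only wells without cells; nearly all actives have a fitted effect of over 55% in size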
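Viability by CellTiter-Glo luminescence after 48 h compound exposure at 37C of HT-1080-NT cells (750/well, RPMI, 5% FBS). % activity scaled between DMSO wells and medium-only wells, then curve-fitted and categorized by curve class.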
MCF10A rereplic = induces DNA re-replication in MCF 10a normal breast cells | MCF 10A DNA re-replication, Hoechst nuclear intensity, 48 h | Potency, µM (series often up to 46.1 µM), for the others: at the highest dose activity, positive = re-replication, actives largely listed as activators | hit rate 2.9% among 350,000; further: potency means the concentration at half of the fitted maximal effect; % of control where 0% means no effect; nearly all actives have a fitted effect of over 50% in size
Starred values were filed as active, the others as inactive; i = inactive; ? = inconclusive; · = no result given; [ ] = remark or other dose. Unless noted, the call rests on the fitted dose curve; in most records, active means well fitted curve in the direction sought with a large enough effect; inconclusive means small, poorly fitted or top-dose-only effect, or another doubt; inactive means no such curve, though single readings can be large; an effect the other way counts as inactive or inconclusive. Hits appear at their usual frequency. About 8.9% of those tested had a hit in this group.

molecule,HT1080 IDH1KD tx,HT1080-NT tox,SW480 rerep,MCF10A rereplic,ATXN2 expr inh,HepG2 viability,KB-3-1 cytotox,IL1B secr inh,ATXN viability
CC(Oc1ccc(F)cc1Br)c1nc2ccccc2c(=O)[nH]1 (stereo unspecified),-4%,-3%,4%,4%,21%,-5%,-6%,8,i
COc1cc2[nH]c(=O)c(C(=O)NCc3ccc(F)cc3)c(O)c2cc1OC,-2%,5%,-4%,21%,-41%,-3%,-1%,-4,?
CC(=O)c1cc2c(cc1NC(=O)CCCC(=O)O)OCO2,14%,9%,-19%,0%,1%,14%,-2%,2,i
CCN(Cc1ccccc1)C(c1cccc(C#N)c1)c1nnnn1C(C)(C)C (stereo unspecified),?,-23%,-1%,1%,-21%,-45%,-10%,1,i
COCCCNCCOCCOc1c(OC)cccc1OC,-2%,5%,-2%[9.22 µM],1%,-10%,-2%,5%,10,i
COc1cc2c(cc1OC)/C(=C/C(=O)c1ccccc1)NCC2,-1%,1%,-1%,25%,-18%,-19%,4%,-25,i
O=C(CCN1C(=O)COc2ccccc21)N1CCN(c2ccccc2)CC1,5%,9%,-6%,0%,-25%,-33%,19%,-1,i
COc1ccc2ccc3c(c2c1)N=C[C@]1(O3)N(C)c2ccccc2C1(C)C,?,?,15µM*,18µM*,-16%,6.3µM*,0%,-26,i
COc1cccc(CN2CCC(N(CCc3ccccc3)Cc3ccccc3)CC2)c1OC,?,?,?,?,-26%,-31%,0%,-62*,i
C=C1C2C[C@H](O)C(C)(C)[C@@]2(O)[C@H](O)C[C@]23C[C@@](C)(O)[C@H](CC[C@H]12)[C@H]3O (stereo partly specified),5%,16%,-5%,8%,1%,2%,9%,0,i
CCn1c2ccccc2c2cc(CN3CCN(S(=O)(=O)Cc4ccccc4)CC3)ccc21,-11%,-18%,23%,9%,-13%,-24%,-4%,34,i
COc1cccc(NC(=O)c2c([N+](=O)[O-])cnn2C)c1,17%,5%,1%,-12%,4%,3%,1%,-3,i
Cc1cn([C@H]2C[C@H](O)[C@@H](/C=C/C(=O)NCCN3CCOCC3)O2)c(=O)[nH]c1=O,9%,21%,·,·,-2%,0%,0%,34,i
CCn1cc(C(=O)NCC(=O)OC)c2cc(OC)c(OC)cc2c1=O,11%,9%,-2%,0%,-27%,-9%,8%,20,i
c1ccc(CNc2nc3ccccc3n3cnnc23)nc1,4%,1%,-4%,-1%,9%,-17%,5%,-16,i
Cn1c(CN2CCCC2)nc2cc(NC(=O)COc3ccccc3)ccc21,7%,5%,-2%,27%,16%,-4%,13%,-17,i
CCN(C(=O)CSc1nnc(-c2ccc(OC)cc2)n1C(C)C)C1CCS(=O)(=O)C1 (stereo unspecified),18%,11%,1%,-1%,-1%,5%,0%,14,i
Cc1ccc(-n2nc3c(=O)n(C(C)C(=O)NCc4ccc5c(c4)OCO5)nc(C)c3c2C)cc1 (stereo unspecified),-15%,-23%,4%,3%,-26%,-23%,?,?,i
COc1cc(S(=O)(=O)n2cnc(C)c2)ccc1Br,?,-20%,19%,?,17%,-20%,?,16,i
O=C(Cc1ccccc1)Nc1ccc(NC(=O)c2cccnc2)cc1,17%,12%,-2%,-2%,0%,-1%,-1%,8,i

molecule,HT1080 IDH1KD tx,HT1080-NT tox,SW480 rerep,MCF10A rereplic,ATXN2 expr inh,HepG2 viability,KB-3-1 cytotox,IL1B secr inh,ATXN viability
CCN1C(=O)c2cccc3c(S(=O)(=O)Nc4ccccn4)ccc1c23,?,-9%,-2%,?,86%[activator],-19%,-9%,82,i
CCOC(=O)CNC(=O)N1C[C@H]2CON(C)[C@H]2C[C@H]1c1ccccc1Br,12%,4%,·,·,1%,-2%,1%,20,i
CC1(C)CC(CC(=O)NC(=S)Nc2ccc([N+](=O)[O-])cc2)C(=O)O1 (stereo unspecified),-1%,-13%,-3%[9.22 µM],-6%,0%,6%,0%,-2,i
Cc1ccc(CC(CC(=O)O)C(=O)NCC23CC4CC(CC(C4)C2)C3)cc1 (stereo unspecified),0%,0%,-5%,4%,-7%,0%,2%,17,i
COc1ccc(C(CC(=O)O)NS(=O)(=O)c2ccc(C)cc2)cc1OC (stereo unspecified),6%,10%,2%,-19%,3%,0%,10%,9,i
O=C(O)c1ccc(S(=O)(=O)Cc2ccccc2)cc1,2%,4%,-3%,-3%,-7%,7%,0%,-1,i
CC(C)(CNC(=O)C1c2ccccc2-c2ccccc21)N1CCOCC1,-5%,-8%,-6%,5%,-8%,3%,-1%,-68*,?
COc1ccc(F)cc1C(=O)C1CCCN(Cc2ccc(Oc3ncccn3)cc2)C1 (stereo unspecified),-2%,-19%,-1%,9%,-36%,1%,-2%,-6,i
COc1ccc(NC(=O)CN2CCOCC2)cc1S(=O)(=O)N1CCCCC1,4%,?,-8%,-5%,-20%,7%,2%,-5,?
CCOC(=O)CN1C(=O)C(CC)Oc2ccccc21 (stereo unspecified),-3%,10%,-10%,4%,-5%,1%,4%,0,i
COc1ccc(NC(=O)C#Cc2ccccc2)cc1,?,?,?,?,28%,27%,21µM*,·,i
COc1ccc(N2CCN(C(=O)c3ccc(NS(=O)(=O)c4ccccc4)cc3)CC2)cc1,-11%,-1%,?,-2%,-21%,8%,-3%,-8,?
CN(CC(=O)Nc1ccc(Cl)cc1)Cc1cc(=O)n2ccsc2n1,-3%,-6%,-2%,10%,2%,-3%,22%,27,i
Nc1nc2ccccc2cc1C(=O)NCc1ccc(Cl)cc1Cl,-26%,?,·,·,?,·,?,30,?
COc1ccc(N(CC(=O)Nc2cc(C)cc(C)c2)S(=O)(=O)c2ccccc2[N+](=O)[O-])c(OC)c1,16%,4%,-4%,1%,6%,-8%,19%,1,?
CC(=O)Nc1cc(-c2cccc(C(=O)N(C)C)c2)cn2c(-c3ccc(F)cc3)cnc12,-21%,-14%,·,·,-1%,-10%,-7%,·,i
CCOP(=O)(c1ccc(N(C)C)cc1)C(O)c1ccc(OC)cc1 (stereo unspecified),5%,8%,-2%,-2%,-1%,8%,4%,-1,i
COc1ccccc1-c1cc(C(F)(F)F)nc(NCc2ccco2)n1,?,-20%,?,?,-1%,-70%,?,-29,i
COc1cc(NC(=S)N2CCN(C(=O)c3ccco3)CC2)c(OC)cc1Cl,17%,21%,-3%,7%,-19%,5%,4%,-1,i
COc1ccccc1NC(=O)CSc1nc2c(sc3ccccc32)c(=O)n1CCN(C)C,-21%,-3%,0%,12%,-18%,-3%,11%,-80*,i

molecule,HT1080 IDH1KD tx,HT1080-NT tox,SW480 rerep,MCF10A rereplic,ATXN2 expr inh,HepG2 viability,KB-3-1 cytotox,IL1B secr inh,ATXN viability
COc1ccc(C(C)=O)cc1Cn1c(C)c(C(=O)NCc2cccc(C(F)(F)F)c2)sc1=O,?,-19%,·,·,-18%,-2%,?,-22,i
Cc1ccc(/C(N)=N/OC(=O)c2cccc(Cn3cc(C(F)(F)F)ccc3=O)c2)cc1,?,?,2%,?,-20%,-22%,-26%,-68*,?
O=C(CCC(=O)c1cccs1)c1cccs1,0%,1%,-13%,1%,38%[activator],2%,-10%,-2,i
Cc1cc(C(=O)OCC(=O)Nc2sc3c(c2C#N)CCC(C)C3)c2ccccc2n1 (stereo unspecified),-5%,16%,-2%,?,-8%,-16%,3%,52,i
COc1ccc(S(=O)(=O)N2CCN(Cc3ccc4c(c3)OCO4)CC2)c2ccccc12,2%,-2%,-5%,-2%,-4%,-3%,7%,17,i
CSC1=C(C#N)C(C)CC(=O)N1 (stereo unspecified),17%,6%,-6%,-45%[inhibitor],-2%,-5%,6%,5,i
O=C(c1ccc(F)cc1)N1CCN(c2ccc([N+](=O)[O-])c(N3CCOCC3)c2)CC1,14%,4%,3%,0%,5%,0%,17%,-3,?
Cc1cc2c3c(c1)C(C)CC(C)(C)N3C(=O)C2=O (stereo unspecified),-11%,-5%,9%,3%,-14%,-8%,6%,-2,i
COc1cccc(C(C(=O)NCC2CCCO2)N(C(=O)Cn2nnc3ccccc32)c2ccccc2C(C)=O)c1OC (stereo unspecified),12%,3%,4%,-2%,7%,22%,-2%,-6,i
CCOc1ccc(CCNC(=O)c2cc3c(-c4ccccc4F)nn(C)c3s2)cc1OCC,·,·,·,·,?,-52%,?,·,?
CCC(CO)Oc1cc(NCc2ccccc2)c2ncn(C(C)C)c2c1 (stereo unspecified),-3%,9%,13%,-3%,-22%,-28%,3%,14,?
COC(=O)/C=C1\SC(=Nc2ccc(OC)cc2)NC1=O,-1%,-1%,-10%,3.7µM*,-9%,-6%,-6%,-30,?
O=C(Nc1ccccc1)C(Cc1ccccc1)NC(=O)C12CC3CC(CC(C3)C1)C2 (stereo unspecified),5%,13%,-4%,-2%,0%,5%,11%,9,i
CC(OC(=O)c1cc2sccc2n1C)C(=O)NC(C)(C)C (stereo unspecified),-2%,0%,16%,1%,·,-31%,-3%,10,i
O=[N+]([O-])c1ccc(-n2nnnc2CN2CCOCC2)cc1,18%,10%,?,-9%,13%,-3%,-4%,6,i

Retrieved by structure from above, 4 records:
molecule,HT1080 IDH1KD tx,HT1080-NT tox,SW480 rerep,MCF10A rereplic,ATXN2 expr inh,HepG2 viability,KB-3-1 cytotox,IL1B secr inh,ATXN viability
CSC1=C(C#N)C(C)CC(=O)N1 (stereo unspecified),17%,6%,-6%,-45%[inhibitor],-2%,-5%,6%,5,i
CCOc1ccc(CCNC(=O)c2cc3c(-c4ccccc4F)nn(C)c3s2)cc1OCC,·,·,·,·,?,-52%,?,·,?
CCC(CO)Oc1cc(NCc2ccccc2)c2ncn(C(C)C)c2c1 (stereo unspecified),-3%,9%,13%,-3%,-22%,-28%,3%,14,?
Cc1ccc(/C(N)=N/OC(=O)c2cccc(Cn3cc(C(F)(F)F)ccc3=O)c2)cc1,?,?,2%,?,-20%,-22%,-26%,-68*,?

Source: PubChem (National Center for Advancing Translational Sciences (NCATS))
